High-throughput results deposited in PubChem BioAssay by several laboratories.
NPR1 activator: GC-A (human) enzyme activation; activation, % at 10 µM; HEK293 GC-A cells, cGMP TR-FRET, EC30 ANP; 0% at EC30 ANP, 100% saturating ANP; 370,000 tested, 0.14% active; AID 1671463; in the data active = activation above about 40%
DAX1 inh-1: DAX1 (NR0B1) inhibition, primary screen; HEK293T StAR-luciferase reporter, SF-1/DAX-1 repression relief; AID 652010; inhibition, % at 6.8 µM; 370,000 tested, 1.1% active;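 active = inhibition above the mean over all tested compounds plus 3 SD, cut at about 3.6% in these data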;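 note: 0% = DAX-1 cells with DMSO and 100% = cells lacking DAX-1 with DMSO; higher inhibition means more luminescence from relief of DAX-1 repression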
GC-B act: GC-B (human) receptor activation | P20594 | HEK293-GC-B cells, CNP EC30, cGMP TR-FRET; 0% at EC30 CNP, 100% saturating CNP | activation, % at 10 µM | 370,000 tested, 0.11% active | AID 1920062;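 active = activation at 10 µM reaching about 35% in either raw or pattern-adjusted values, limit read from the data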
ssDAF12 agonist: activates DAF-12 receptor from parasite S. stercoralis | activation, % at 6.8 µM | HEK293 ssDAF-12/GRIP1 lit1-tk-luc reporter, luminescence; % of 3 µM dafachronic acid response | AID 652126 | 370,000 tested, 1% active;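 active = activation above the mean over all tested compounds plus 3 SD, cut at about 0.9% in these data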;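 note: 0% = DMSO-only wells and 100% = 3 µM delta7-dafachronic acid wells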
hgDAF12 agonist: activates the H. glycines DAF-12 receptor ligand-binding domain; AID 687014; 370,000 tested, 1.8% active; activation, % at 6.8 µM; HEK293 GAL4-hgDAF12 UAS-luciferase reporter, agonist luminescence; normalized to butyrate control;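 active = activation above a cutoff set at the mean of all screened compounds plus 3 SD, cut at about 10% in these data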;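 note: 0% = DMSO wells and 100% = sodium butyrate wells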
DAX1 inh-2: NR0B1 (DAX1) inhibition; inhibition, % at 6.75 µM; AID 504766; HEK293 Gal4-DAX1 luciferase reporter, luminescence; 340,000 tested, 0.99% active;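 active = inhibition above the mean over all tested compounds plus 3 SD, cut at about 4.2% in these data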;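 note: 0% = DAX1-transfected cells with DMSO and 100% = empty-vector control cells with DMSO; inhibition shows as a rise in luminescence from relieved DAX1 repression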
Target sequence (P51843 207-470 limits assumed): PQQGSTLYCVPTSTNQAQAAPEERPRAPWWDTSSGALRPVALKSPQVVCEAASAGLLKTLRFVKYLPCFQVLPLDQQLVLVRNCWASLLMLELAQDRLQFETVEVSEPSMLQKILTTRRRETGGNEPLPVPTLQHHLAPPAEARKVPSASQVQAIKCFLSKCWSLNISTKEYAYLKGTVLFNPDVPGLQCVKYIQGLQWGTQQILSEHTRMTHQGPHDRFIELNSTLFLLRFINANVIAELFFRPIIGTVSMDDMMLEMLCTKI
HGIII-sPLA2 inh: Inhibits HGIII-sPLA2 liposome hydrolysis, primary screen. inhibition, % at 12.2 µM. AID 743126. 370,000 tested, 0.56% active. QFRET BODIPY PC-A2 liposome hydrolysis, fluorescence. Q9NZ20;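 active = inhibition above mean plus 3 SD of compounds lying within the high and low control bounds, cut at about 19% in these data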;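 note: 0% = median of test compound wells and 100% = no enzyme DMSO wells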
Target sequence (Q9NZ20 whole entry, looked up): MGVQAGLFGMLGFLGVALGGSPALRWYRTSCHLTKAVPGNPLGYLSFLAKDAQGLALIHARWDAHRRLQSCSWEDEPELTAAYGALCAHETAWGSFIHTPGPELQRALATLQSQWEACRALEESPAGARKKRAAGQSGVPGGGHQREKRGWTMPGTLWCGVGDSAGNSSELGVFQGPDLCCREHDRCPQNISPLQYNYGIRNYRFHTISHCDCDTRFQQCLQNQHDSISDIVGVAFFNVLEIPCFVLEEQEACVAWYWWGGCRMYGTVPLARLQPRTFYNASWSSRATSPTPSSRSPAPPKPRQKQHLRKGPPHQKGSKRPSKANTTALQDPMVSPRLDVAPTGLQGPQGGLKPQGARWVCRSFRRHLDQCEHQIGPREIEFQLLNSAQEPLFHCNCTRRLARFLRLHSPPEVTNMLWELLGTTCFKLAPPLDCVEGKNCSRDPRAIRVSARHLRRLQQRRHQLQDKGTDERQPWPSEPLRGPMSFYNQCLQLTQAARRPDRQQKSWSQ
KLK7 zymogen act: proKLK7 (human) activation, primary screen; purified proKLK7, EDANS-DABCYL substrate fluorescence; 100% is mature enzyme control, 0% vehicle; 370,000 tested, 0.9% active; AID 652039; activation, % at 7 µM;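 active = activation above the mean of all tested compounds plus 3 SD, computed per campaign excluding outliers beyond control limits, cut at about 13% in these data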
Target sequence (P49862 whole entry, looked up): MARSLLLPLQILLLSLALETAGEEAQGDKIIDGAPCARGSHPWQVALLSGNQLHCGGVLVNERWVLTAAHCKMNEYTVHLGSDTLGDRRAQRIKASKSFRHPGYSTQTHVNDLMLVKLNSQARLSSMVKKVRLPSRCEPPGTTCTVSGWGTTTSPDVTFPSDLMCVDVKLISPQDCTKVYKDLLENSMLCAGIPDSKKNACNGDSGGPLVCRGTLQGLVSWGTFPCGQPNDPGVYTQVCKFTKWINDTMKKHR
GAA850 FXN act: activators of GAA850 frataxin (FXN) promoter. HEK293 lucGAA850 FXN promoter luciferase reporter, 24 h; percent of 10 µM SAHA response. activation, % at 6 µM. 360,000 tested, 0.56% active. AID 540364;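 active = activation above the average of all compounds screened plus 3 SD, cutoff fixed separately per campaign, cut at about 7.5% in these data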;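 note: 0% = DMSO wells and 100% = 10 µM SAHA wells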
hcDAF12 agonist: activators of H. contortus DAF-12 nuclear receptor. HEK293 hcDAF-12 lit1-tk-luc reporter, luminescence; 0% DMSO, 100% Δ7-dafachronic acid. activation, % at 6.8 µM. 370,000 tested, 1.4% active;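 active = activation above the mean of all tested compounds plus 3 SD, cut at about 5.5% in these data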;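 note: 100% = response to 3 µM Δ7-dafachronic acid high control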
SMARCA2 act: SMARCA2 function activation, primary screen; 370,000 tested, 1% active; AID 652017; MG213 cells, MMTV-luciferase reporter, dexamethasone, overnight; activation, % at 9.1 µM; in the data active = activation above about 7.8%;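 note: 0% = vehicle wells and 100% = reference activator wells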
Active calls of the source: *; x = not tested or not shown.

SMILES	NPR1 activator	DAX1 inh-1	GC-B act	ssDAF12 agonist	hgDAF12 agonist	DAX1 inh-2	HGIII-sPLA2 inh	KLK7 zymogen act	GAA850 FXN act	hcDAF12 agonist	SMARCA2 act
O=C(CCCCn1c(=O)[nH]c2ccsc2c1=O)NCc1ccc2c(c1)OCO2	-4	0.8	2	-0.7	3.4	-0.4	0	0.4	-0.1	-1.6	-2
CC(C)COC(=O)N(C)C[C@@H]1OCc2cn(nn2)CCCC(=O)N([C@@H](C)CO)C[C@H]1C	3	0.8	-5	-0.9	-2.9	0.2	0	-0.3	-0.2	0.7	-5
N#Cc1ccccc1OCC(=O)OCC(=O)NC1CC1	-1	0.8	1	-1.0	2.0	0.5	5	0.2	0.3	-0.2	-3
CCOc1ccc2nc(SCC(=O)NCc3ccccc3)[nH]c2c1	1	-0.7	4	-1.3	0.8	0.7	-12	0.2	-0.6	-0.6	-3
CCOC(=O)C1C(=O)CC(C)(O)C(C(=O)OCC)C1c1cccc(OC(F)(F)C(F)F)c1 (stereo not given)	-6	0.3	-2	-0.8	-3.5	-0.6	-8	-1.4	0.3	-1.2	-6
CCOc1ccc(C(=O)NC2CC3CCCC(C2)N3CC(C)C)cc1 (stereo not given)	-3	0.1	2	-1.1	-0.1	-0.4	-3	-0.5	0.1	-0.5	-1
c1ccc(-n2c(-c3ccco3)nnc2-c2ccco2)cc1	-2	0.1	7	-0.7	-1.9	0.2	1	-0.8	-0.7	-1.0	0
CCCNC(=O)c1cc(C2CCCCN2S(=O)(=O)c2ccc(F)cc2F)on1 (stereo not given)	7	0.2	3	-0.8	-4.1	x	4	0.0	2.2	-1.0	-2
NC(=O)Cn1cnc2c(nnn2-c2cccc(Cl)c2)c1=O	6	-0.5	-2	-1.5	1.0	0.5	0	-0.2	1.6	-0.8	-1
O=C(O)c1cc(NS(=O)(=O)c2ccc(N3CCOCC3)c([N+](=O)[O-])c2)cc(C(=O)O)c1	3	0.6	4	-1.1	0.5	1.7	2	-0.1	0.4	-0.1	-1
CN1CCN(CC(=O)Nc2ccc([N+](=O)[O-])cc2Br)CC1	2	-0.1	6	-2.0	-2.1	-1.1	7	-0.1	-1.2	-0.2	-1
CCc1nc(NCc2ccc3c(c2)OCO3)c2oc3ccccc3c2n1	23	0.5	15	-0.9	-3.9	3.9	-14	0.8	1.3	0.4	-4
CC(C)NC(=O)c1cc2c(-c3ccc(Cl)cc3)nn(C)c2s1	-3	0.2	-5	0.4	2.4	4.4*	3	-0.6	2.9	3.1	-1
Cc1ccc(NC(=O)C2CCN(S(=O)(=O)c3c(C)noc3/C=C/c3ccco3)CC2)nc1	-3	-2.1	0	-1.8	-5.0	-2.3	-7	-0.1	-0.3	-4.3	-4
COc1ccc(F)cc1-c1cc(C(=O)NCc2cccc(Cl)c2)[nH]n1	12	-1.3	4	-1.8	-1.6	x	-10	0.5	0.0	-2.2	0
Cc1cc(C)nc(/N=C(\NC(=O)C(C)(C)C)Nc2ccccc2)n1	-4	0.1	3	-1.8	-2.0	-1.5	11	-0.6	-0.4	-0.6	-3
COC(=O)C(Sc1ccc(Cl)cc1)C1SC(=S)N(Cc2ccccc2)C1=O (stereo not given)	-5	1.6	5	-1.1	3.6	1.8	-6	0.2	-2.7	-0.9	4
O=C(CSc1n[nH]c(-c2cccnc2)n1)Nc1ccc(Br)cc1	0	0.3	-4	-0.5	-0.8	-1.3	-13	-0.8	0.6	-1.7	-3
CCC(C)C(CO)NC(=O)/C=C/[C@H]1O[C@@H](n2cnc3c(NC(=O)c4ccccc4)ncnc32)[C@H](O)[C@@H]1O (stereo not given in full)	-1	0.2	-1	-1.1	0.2	x	-1	0.2	x	-0.9	-3
CCN(CC)C(=O)CC[C@H]1CC[C@]2(CCCN(C3CCCCC3)C2)O1	0	1.3	8	-1.1	0.6	x	5	-0.3	x	-1.1	-3
CCn1c(SCC(=O)NNC(=O)c2ccccc2)nnc1-c1ccncc1	7	-0.5	4	-1.1	-2.0	1.5	-1	0.1	-3.7	0.5	-4
CC(C)Oc1cccc(C2NC(=O)c3ccccc3O2)c1 (stereo not given)	2	0.4	0	-0.5	2.3	4.7*	2	-3.4	-0.9	2.0	0
CCN(CC)S(=O)(=O)c1ccc(C(=O)OCn2nnc3ccccc3c2=O)cc1	4	0.0	1	-1.0	-0.1	0.0	-20	0.5	1.5	-0.4	-2
O=C(NCC1CCCO1)C(c1cccs1)N(Cc1cccs1)C(=O)Cn1nnc(-c2cccs2)n1 (stereo not given)	-3	-1.3	0	-1.3	-4.6	0.3	-14	0.6	-2.5	-2.2	1
Cn1nc(OCC(=O)O)cc1C(F)(F)F	4	0.8	-2	-1.2	0.5	0.5	-2	0.1	1.8	1.0	-2
Next records.
SMILES	NPR1 activator	DAX1 inh-1	GC-B act	ssDAF12 agonist	hgDAF12 agonist	DAX1 inh-2	HGIII-sPLA2 inh	KLK7 zymogen act	GAA850 FXN act	hcDAF12 agonist	SMARCA2 act
COc1ccc(CCC(=O)OCC(=O)NCc2ccc(OC)c(OC)c2)cc1OC	5	0.4	-3	-1.2	0.0	2.2	13	0.4	1.1	-1.1	-1
COc1ccc(C(=O)CC2(O)C(=O)N(CN3CCOCC3)c3ccc(Br)cc32)cc1 (stereo not given)	-1	-0.9	-1	-0.9	4.6	x	-8	0.0	x	-1.0	2
O=C1NN(c2cccc(Br)c2)C(=O)/C1=C\c1ccc(O)cc1	1	0.0	2	-0.7	0.3	1.0	-11	0.0	0.1	0.5	1
COc1ccc(N2CCN(C(=O)CSc3nc4[nH]ncc4c(=O)n3-c3cccc4ccccc34)CC2)cc1	0	-1.8	-2	-2.2	-5.2	-2.8	-14	0.1	-4.7	-1.5	-6
Cn1c(=O)cc(N)n(Cc2ccccc2)c1=O	-3	0.2	5	-1.6	0.5	1.8	6	0.5	0.4	-1.6	-2
CCc1cc(-c2onc(C)c2-c2cscn2)c(O)cc1OC	-21	-1.0	-10	-1.7	-4.1	0.6	-20	0.4	0.1	-0.8	1
CCc1ccc2oc(C(=O)NCCc3ccc(S(N)(=O)=O)cc3)cc(=O)c2c1	1	-0.8	-4	-1.4	-0.5	-1.0	-1	-1.3	-0.8	-1.7	-1
O=C(NCc1ccccn1)C1CCN(S(=O)(=O)N2CCCC2)CC1	4	-0.4	7	-0.7	-1.6	0.3	14	-0.9	-1.5	0.6	-1
CC(C)(C)c1ccc(C(=O)c2c[nH]c(C(=O)NCC3CCCO3)c2)cc1 (stereo not given)	-1	-0.3	-5	-0.9	1.1	-0.7	1	0.4	2.0	-1.9	1
Cn1nc(C(=O)OCC(=O)N2CCc3ccccc32)c2ccccc2c1=O	0	-0.1	-1	-1.0	1.2	-1.4	6	-0.7	2.3	-1.6	1
CN(C)S(=O)(=O)c1cccc(COC(=O)CN2CCCCCC2=O)c1	2	-0.1	0	-1.3	-2.0	0.9	1	-0.6	3.4	-2.9	-3
CCc1nc2c(OCCOc3ccccc3)cccn2c1N(C)C(=O)c1cccs1	-1	0.0	3	-1.4	0.2	x	-7	0.3	0.3	-1.4	-6
CCN(CC)C(=O)c1cnn(-c2ccccc2)c1NC(=O)c1ccco1	3	0.1	-6	-0.5	2.8	-0.8	-5	-0.1	0.2	-0.8	3
CCc1ccc(OCC(=O)NNC(=O)CSc2ncnc3sc(C)c(C)c23)cc1	-2	0.4	-7	-1.0	-1.9	0.8	3	-0.3	-3.0	-1.9	-4
CCn1cc(C(=O)NCc2ccc(Cl)cc2)c(=O)c2cc(S(=O)(=O)N(C)C)ccc21	-9	0.5	4	-0.6	3.0	2.2	1	0.4	1.8	-1.1	-2
CSc1nnnn1-c1c(C)cc(C)cc1C	-5	0.1	8	-1.8	-0.1	5.7*	-3	-0.2	1.5	-1.4	0
CC(=O)Nc1ccc2c(c1)C(N1CC3CCC(CC3)C1)c1ccccc1-2 (stereo not given)	-6	-0.8	-3	-1.0	2.5	-0.3	-2	0.8	-1.0	-2.1	-2
Cn1c(SCc2nc(-c3cccs3)no2)nnc1C1CCCCC1	-9	-0.3	-8	-0.3	0.8	0.6	-13	-0.4	-0.4	0.0	-1
CC(OC(=O)c1ccc(NC(=O)CC#N)cc1)C(=O)Nc1ccc(Oc2ccccc2)cc1 (stereo not given)	-3	2.7	-5	0.1	0.8	-0.7	-45	-0.5	1.2	-0.7	-1
O=C(CN1CCN(Cc2ccc(Cl)cc2)CC1)N/N=C/c1ccncc1	2	0.8	-1	-1.3	-2.1	-0.5	-2	-0.5	1.8	0.6	2
COc1ccccc1CCC(=O)OCC(=O)Nc1cc(C)nn1-c1ccccc1	-2	0.1	1	-0.8	-1.4	-0.4	6	-0.7	0.5	-0.3	-1
CCOC(=O)N1CCN(C(=S)NC(=O)c2cc(Br)ccc2Cl)CC1	1	-0.7	5	-1.8	2.6	0.0	7	0.1	1.1	-1.3	2
CCN(CC)S(=O)(=O)c1ccc(NCCc2ccccn2)nc1	-2	-0.2	5	-0.9	0.6	-0.3	2	-0.3	-0.1	-1.8	-3
NC(=NC(=O)c1ccccc1)N1CCN(C(c2ccccc2)c2ccccc2)CC1	-6	0.2	-2	-1.2	1.8	0.1	-1	-0.1	1.2	-1.4	1
N#Cc1c(/N=C/c2cccs2)sc2c1CCCCC2	-3	0.2	10	-1.7	-1.7	1.8	8	-0.1	-1.2	-0.3	0
(more compounds)
SMILES	NPR1 activator	DAX1 inh-1	GC-B act	ssDAF12 agonist	hgDAF12 agonist	DAX1 inh-2	HGIII-sPLA2 inh	KLK7 zymogen act	GAA850 FXN act	hcDAF12 agonist	SMARCA2 act
CN(Cc1ccccc1)C(=O)c1ccc(NC(=O)Cc2cccc(NC(=O)C3CCCN(C(=O)CCc4ccccc4)C3)c2)cc1 (stereo not given)	-3	-1.6	0	-2.1	-6.2	-2.8	-29	1.6	-1.8	-1.6	-4
Cc1cc(OCC(=O)N2CCC(C(N)=O)CC2)c2c(C)cc(=O)oc2c1	0	-0.7	7	-1.8	-1.9	7.5*	-1	3.1	-1.2	0.1	1
Cc1nc2nc(SCC(=O)NCc3ccco3)nn2c(C)c1Cc1c(F)cccc1Cl	-1	-0.6	-1	-1.4	-0.1	-0.1	-2	-0.9	0.1	-2.5	-1
Cc1cc(=O)[nH]c(SCC(=O)N2CCCCC2)n1	0	-0.1	9	-0.3	0.5	-0.2	4	0.2	-0.2	-1.8	2
COCCCN1CN=C(NS(=O)(=O)c2ccc(C)cc2)NC1	0	0.3	-4	-0.5	3.5	-0.5	3	0.0	1.3	-0.1	-4
O=C(c1cccc(C(F)(F)F)c1)c1c[nH]c(C(=O)NCCCN2CCOCC2)c1	0	0.8	4	-1.2	2.2	0.8	9	0.9	1.3	-1.6	-6
Cc1c(C#N)c(N)c(C(=O)c2ccccc2)n1Cc1ccccc1	-9	-0.1	-4	-1.4	-2.9	1.2	11	0.6	2.3	-1.4	-2
N#CCC(=O)Nc1ccc(C(=O)OCC(=O)N2CCCC2=O)cc1	4	1.4	-1	-1.0	-1.8	-0.4	-21	-0.7	-3.0	-1.2	1
